Compound activity: PubChem, The Scripps Research Institute Molecular Screening Center
phage Ecoli inh = E. coli growth loss with phage present; growth absorbance; inhibition, % at 11.9 µM; 360,000 tested, 0.26% active; in the data active means inhibition above about 11%
PKA-R1A act = PKA-R1A complex activation; P00514+P68181; PKA-R1A dissociation, Cy5-IP20 fluorescence polarization; scaled: DMSO 0%, 113 µM cGMP 100%; activation, % at 11.4 µM; 340,000 tested, 0.083% active; AID 504707;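 active means percent activation above the mean of all tested compounds plus 3 SD, cut at about 19% in these data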;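 further: higher means more PKAc released from R1A so a rise in polarization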
PKA-R2B act = activators of human PKA-R2B complex | 340,000 tested, 0.079% active | AID 504700 | activation, % at 11.4 µM | P22694+P31323 | PKA-R2B holoenzyme dissociation, Cy5-IP20 fluorescence polarization; R2B truncated from residue 108, S112A mutant; 0% DMSO only, 100% 113 µM cGMP;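 active means activation above a cutoff set at the mean over all compounds plus 3 SD, cut at about 18% in these data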;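 further: higher means more holoenzyme dissociation and a rise in polarization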
Target sequence (P31323 whole entry, looked up, other chains not shown, the tested form may be a part): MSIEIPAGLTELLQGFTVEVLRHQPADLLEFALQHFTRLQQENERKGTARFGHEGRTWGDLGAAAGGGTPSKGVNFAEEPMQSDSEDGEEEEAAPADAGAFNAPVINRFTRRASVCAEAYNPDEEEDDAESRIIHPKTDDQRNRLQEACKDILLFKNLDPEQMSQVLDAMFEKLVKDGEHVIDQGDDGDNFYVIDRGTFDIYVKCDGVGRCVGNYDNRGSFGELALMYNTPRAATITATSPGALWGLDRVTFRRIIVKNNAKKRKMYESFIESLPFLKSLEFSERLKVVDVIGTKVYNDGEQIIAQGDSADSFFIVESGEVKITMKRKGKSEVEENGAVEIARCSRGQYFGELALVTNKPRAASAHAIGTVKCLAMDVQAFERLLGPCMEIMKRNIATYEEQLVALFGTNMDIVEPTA
Active calls of the source: *.

The first 17 compounds (preview)
SMILES	phage Ecoli inh	PKA-R1A act	PKA-R2B act
C[C@@H]1CN([C@H](C)CO)C(=O)c2c(c3ccccc3n2C)-c2ccccc2CO[C@H]1CN(C)C(=O)c1cc(Cl)cc(Cl)c1	1.5	7.5	0.5
COc1cc(O)c(C=NN2C(=O)CSC2=S)c(OC)c1	6.0	1.0	9.3
Cc1ccc(C)c(OCC(=O)N/N=C/c2ccc(N3CCOCC3)cc2)c1	1.7	11.4	4.8
C[C@H](CO)NC(=O)c1[nH]cnc1C(=O)Nc1cccc(Cl)c1	2.1	-10.5	-4.7
Cc1cccc(NC(=O)C(=O)NCC2CCCN2S(=O)(=O)c2cccs2)c1 (stereo not drawn)	-0.5	-8.1	-7.3
COCOCCn1cc(CN2CCS(=O)(=O)N(Cc3ccc(-c4ccc(F)nc4)cc3)C(C)C2=O)nn1 (stereo not drawn)	2.1	-8.5	-6.3
COc1ccc(CCNC(=O)C(=O)c2cn(CC(=O)N3CCCC3)c3ccccc23)cc1OC	1.7	4.1	-5.5
CSc1nc(N)c(C(=O)N(c2ccccc2)c2ccccc2)s1	0.2	-8.3	-3.7
COc1cccc2c1OC1(N3CCOCC3)CCCCC1C2C[N+](=O)[O-] (stereo not drawn)	3.7	-15.8	-9.6
COc1ccc(C(=O)CC(C(=O)O)c2ccc3c(c2)OCO3)cc1OC (stereo not drawn)	2.4	-5.4	1.0
C=CCNC(=S)N1CCC2CC1c1c(Cl)cccc12 (stereo not drawn)	-1.0	2.1	-1.8
CC(C)CN1C(=O)C(=O)N(CC(=O)NCCCc2ccccc2)C1=O	-0.1	-4.3	-10.0
CN(C)CCNC(=O)C(=O)NCC1OCCN1S(=O)(=O)c1ccc(F)cc1 (stereo not drawn)	2.8	-8.9	-8.2
CCOC(=O)CC1COCCN1C(=O)c1cc(COc2ccccc2SC)on1 (stereo not drawn)	0.4	7.4	4.8
O=C(O)c1ccc(CSCc2ccccc2)o1	2.4	5.2	6.2
C[C@H]1CN([C@@H](C)CO)C(=O)c2cc(-c3cccc(C#N)c3)cnc2O[C@H]1CN(C)C(=O)c1ccccn1	0.2	-4.2	-5.2
CC(CC(=O)c1ccccc1)=NCCCN=C(C)CC(=O)c1ccccc1	3.8	5.6	-1.5

Main list, previewed entries included:
SMILES	phage Ecoli inh	PKA-R1A act	PKA-R2B act
C[C@@H]1CN([C@H](C)CO)C(=O)c2c(c3ccccc3n2C)-c2ccccc2CO[C@H]1CN(C)C(=O)c1cc(Cl)cc(Cl)c1	1.5	7.5	0.5
COc1cc(O)c(C=NN2C(=O)CSC2=S)c(OC)c1	6.0	1.0	9.3
Cc1ccc(C)c(OCC(=O)N/N=C/c2ccc(N3CCOCC3)cc2)c1	1.7	11.4	4.8
C[C@H](CO)NC(=O)c1[nH]cnc1C(=O)Nc1cccc(Cl)c1	2.1	-10.5	-4.7
Cc1cccc(NC(=O)C(=O)NCC2CCCN2S(=O)(=O)c2cccs2)c1 (stereo not drawn)	-0.5	-8.1	-7.3
COCOCCn1cc(CN2CCS(=O)(=O)N(Cc3ccc(-c4ccc(F)nc4)cc3)C(C)C2=O)nn1 (stereo not drawn)	2.1	-8.5	-6.3
COc1ccc(CCNC(=O)C(=O)c2cn(CC(=O)N3CCCC3)c3ccccc23)cc1OC	1.7	4.1	-5.5
CSc1nc(N)c(C(=O)N(c2ccccc2)c2ccccc2)s1	0.2	-8.3	-3.7
COc1cccc2c1OC1(N3CCOCC3)CCCCC1C2C[N+](=O)[O-] (stereo not drawn)	3.7	-15.8	-9.6
COc1ccc(C(=O)CC(C(=O)O)c2ccc3c(c2)OCO3)cc1OC (stereo not drawn)	2.4	-5.4	1.0
C=CCNC(=S)N1CCC2CC1c1c(Cl)cccc12 (stereo not drawn)	-1.0	2.1	-1.8
CC(C)CN1C(=O)C(=O)N(CC(=O)NCCCc2ccccc2)C1=O	-0.1	-4.3	-10.0
CN(C)CCNC(=O)C(=O)NCC1OCCN1S(=O)(=O)c1ccc(F)cc1 (stereo not drawn)	2.8	-8.9	-8.2
CCOC(=O)CC1COCCN1C(=O)c1cc(COc2ccccc2SC)on1 (stereo not drawn)	0.4	7.4	4.8
O=C(O)c1ccc(CSCc2ccccc2)o1	2.4	5.2	6.2
C[C@H]1CN([C@@H](C)CO)C(=O)c2cc(-c3cccc(C#N)c3)cnc2O[C@H]1CN(C)C(=O)c1ccccn1	0.2	-4.2	-5.2
CC(CC(=O)c1ccccc1)=NCCCN=C(C)CC(=O)c1ccccc1	3.8	5.6	-1.5
C[C@H]1CN([C@@H](C)CO)C(=O)CCCn2nncc2CO[C@@H]1CN(C)C(=O)Cc1ccccc1	-1.0	0.5	0.0
O=C(NCCc1ccccc1)c1c[nH]c2ccccc2c1=O	4.0	-0.1	2.5
COc1cccc(NC(=O)N(C)C[C@H]2OCc3cn(nn3)CCCC(=O)N([C@@H](C)CO)C[C@@H]2C)c1	2.9	-7.7	5.7
CC1C(c2ccccc2)OCCN1C(=S)Nc1ccc(S(=O)(=O)N2CCCCC2)cc1 (stereo not drawn)	5.0	4.8	2.6
COC(=O)C[C@H]1C[C@@H]2c3cc(NS(=O)(=O)c4cccc(OC)c4)ccc3O[C@@H]2[C@@H](CO)O1	2.5	-4.1	0.0
Cc1ccc(S(=O)(=O)N2CCCCC2)cc1NC(=O)COC(=O)c1cccc(O)c1	5.8	-6.3	-1.6
CCOc1ccc(NC(=O)COC(=O)c2c[nH]c3ccccc23)cc1	1.9	-13.6	-5.3
O=C(c1ccco1)N1CCN(C(=O)c2ccc(CS(=O)c3ccc(Br)cc3)o2)CC1 (stereo not drawn)	3.5	-0.1	-2.2
The list goes on:
SMILES	phage Ecoli inh	PKA-R1A act	PKA-R2B act
CCOC(=O)C(C(=O)c1ccccc1)C(c1ccccc1)c1nccc2ccccc12 (stereo not drawn)	1.2	11.6	-1.8
Nc1ccn(CCCN2CCN(Cc3cccc4ccccc34)CC2)c(=O)n1	4.0	-1.5	-2.2
Cc1ccc(S(=O)(=O)N2CCCc3ccccc32)cc1	4.2	-8.4	-1.9
O=C(c1ccoc1)N1CCN(c2cc(-c3ccco3)nc3cc(-c4ccccc4)nn23)CC1	1.5	-5.7	2.5
O=C(COC(=O)/C=C/c1ccc(F)cc1)NC(=O)NCc1ccccc1	-0.8	8.3	-2.8
COC(=O)CCN1CCC2CC1c1cc(N3CCCCC3)ccc12 (stereo not drawn)	2.8	-1.6	1.0
CC1(c2cccc(Br)c2)NC(=O)N(CC(=O)c2ccc3c(c2)OCO3)C1=O (stereo not drawn)	1.9	3.5	-2.1
COC(=O)CCC(C)C1CCC2C3C(OC(C)=O)CC4CC(O)CCC4(C)C3CC(O)C12C (stereo not drawn)	0.2	14.3	1.1
O=C(Nc1cccc(-c2ccc(N3CCOCC3)nn2)c1)c1cccc(Cl)c1	0.0	10.1	0.0
C[C@H]1CN([C@@H](C)CO)C(=O)CCCn2nncc2CO[C@H]1CN(C)S(=O)(=O)c1ccc(Oc2ccccc2)nc1	1.5	-11.1	-7.7
O=C(O)CCCN1C(=O)C2C3CCC(C3)C2C1=O (stereo not drawn)	1.8	6.5	3.4
C[C@H]1CN([C@@H](C)CO)C(=O)c2cc(C3=CCCCC3)cnc2O[C@@H]1CN(C)C(=O)Cc1ccccc1	-0.6	4.4	4.2
CCN(CC)S(=O)(=O)c1ccc(C(=O)NC(=S)N2CCCCC2C)cc1 (stereo not drawn)	0.0	-4.8	2.2
CCN(C(=O)CN1C(=O)S/C(=C\c2ccccc2Cl)C1=O)C1CCS(=O)(=O)C1 (stereo not drawn)	2.5	5.3	7.7
CCOc1ccc(C(=O)COC(=O)Cn2[nH]c(=O)c3ccccc3c2=O)cc1	3.0	-1.8	-4.3
COc1ccc(-c2ccc(CN3C(CC(C)C)C(=O)N(Cc4cn(CCC5OCCCO5)nn4)CCS3(=O)=O)cc2)cc1OC (stereo not drawn)	-1.0	1.6	8.2
Nc1c(CNCc2nnn(Cc3ccccc3)c2N)nnn1Cc1ccccc1	3.2	9.6	-0.9
Nc1ccc2c(c1)C(=O)CCC2	2.7	1.2	-2.6
CC(C)C[C@H]1COc2cc(Br)ccc2S(=O)(=O)N1	2.8	-5.1	-14.8
CC(C)(C)c1nnc(NC(=O)CCC2CCCCC2)s1	0.6	-1.7	8.8
CCOC(=O)c1ccc(NC(=O)NC2=NCCS2)cc1	3.0	3.4	2.4
Cc1cc(C)c(NC(=S)NC(=O)c2ccccc2)cc1C	2.6	-1.3	-9.6
C[C@@H]1CN([C@@H](C)CO)C(=O)CCCn2nncc2CO[C@H]1CN(C)S(=O)(=O)c1cccc(F)c1	4.9	-3.0	-0.9
C[C@@H]1CN([C@@H](C)CO)C(=O)c2cc(Br)cnc2O[C@H]1CN(C)C(=O)c1ccccc1F	0.4	-0.3	1.5
C[C@H](CO)N1C[C@H](C)[C@@H](CN(C)Cc2cccc(C(F)(F)F)c2)OCc2cnnn2CCCC1=O	2.0	-0.2	7.1
Carrying on:
SMILES	phage Ecoli inh	PKA-R1A act	PKA-R2B act
CCOC(=O)c1ccc(NC(=O)c2nc[nH]c2C(=O)N[C@H](C)CO)cc1	2.2	-10.0	-12.6
O=C(NCc1nnnn1-c1ccccc1)c1ccc2ccccc2c1	2.7	1.5	-2.8
C[C@H]1CN([C@@H](C)CO)C(=O)CCCn2cc(nn2)CO[C@@H]1CN(C)S(=O)(=O)c1ccc(-n2cccn2)cc1	-0.9	4.2	7.2
COc1ccc(CC(=O)NNC(=S)NC(=O)c2cc(OC)c(OC)c(OC)c2)cc1	-3.4	9.2	2.5
C[C@@H]1CN([C@@H](C)CO)C(=O)CCCn2nncc2CO[C@@H]1CN(C)S(=O)(=O)c1ccccc1F	-0.4	-3.3	-1.6
Cc1ccc(NC(=O)N2CCOCC2)cc1NC(=O)N1CCOCC1	2.7	-3.5	-1.9
CC(C)CC1C(=O)N(Cc2cn(CC3CCCCC3)nn2)CCS(=O)(=O)N1Cc1ccc(-c2ccc(F)nc2)cc1 (stereo not drawn)	3.5	-9.3	-0.2
CCOC(=O)C1CC(=NO)c2ccc(OC)c(OC)c2C1 (stereo not drawn)	-1.2	-3.3	4.5
COc1ccc(S(=O)(=O)N(C)C[C@H]2OCc3cn(nn3)CCCC(=O)N([C@H](C)CO)C[C@@H]2C)cc1	1.6	5.4	1.5
Cc1ccc(-c2nn3c(-c4ccccc4)nnc3o2)cc1	3.0	-1.8	-0.7
CC(C)OC(=O)N(C)C[C@@H]1OCc2cnnn2CCCC(=O)N([C@H](C)CO)C[C@@H]1C	2.6	-0.1	-0.8
C[C@H]1CCCCO[C@H](CN(C)C(=O)C2CCCCC2)[C@@H](C)CN([C@@H](C)CO)C(=O)c2cc(NC(=O)NC3CCCCC3)ccc2O1	1.2	-4.0	-4.0
CC(C)c1cc(C(F)(F)F)nc(NNc2nc(C(C)C)cc(C(F)(F)F)n2)n1	4.1	2.9	3.0
CC1C(=O)N(Cc2cn(CCC3OCCCO3)nn2)CCS(=O)(=O)N1Cc1ccc(-c2ccc(Cl)nc2)cc1 (stereo not drawn)	0.9	-6.5	-6.2
O=C(Nc1c(F)c(F)c(F)c(F)c1F)c1ccc(Br)o1	1.7	1.6	2.8
CNC[C@@H]1OCc2ccccc2-c2c(n(C)c3ccccc23)C(=O)N([C@H](C)CO)C[C@@H]1C	2.3	-6.2	-12.0
C[C@@H]1CN([C@H](C)CO)C(=O)c2c(c3ccccc3n2C)-c2ccccc2CO[C@H]1CN(C)Cc1ccc(-c2ccccc2)cc1	6.6	-5.2	-9.3
Cc1ccc(C)c(C(=O)OCC(=O)NC(=O)NCc2ccccc2)c1	5.2	5.8	1.9
N#Cc1cc2ccncc2c2ccccc12	2.3	-2.7	-8.5
CCCCCC(=O)N1C[C@@H](n2cc(C3CC3)nn2)[C@H](O)C[C@@H]1c1ccc(C)cc1	4.2	-5.0	-3.8
C[C@H](CO)N1C[C@H](C)[C@H](CN(C)Cc2ccncc2)Oc2ncc(C#CC3CC3)cc2C1=O	1.5	-11.8	5.1
O=C(OCc1cn([C@H]2CN(C(=O)C3CCCCC3)[C@@H](c3ccc(Cl)cc3)C[C@@H]2O)nn1)c1ccccc1	1.2	-2.2	3.8
COc1cccc(NC(=O)c2cccc(NC(=O)c3ccco3)c2)c1	3.8	1.8	-11.1
COc1ccc(NC(=O)N(C)C[C@@H]2OCc3cnnn3CCCC(=O)N([C@@H](C)CO)C[C@H]2C)cc1	1.8	7.5	-0.3
CC(C)CC1C(=O)N(Cc2cn(Cc3ccco3)nn2)CCS(=O)(=O)N1Cc1ccc(-c2cccc(CO)c2)cc1 (stereo not drawn)	1.0	3.9	-9.5
O=c1onc(-c2ccccc2)n1Cc1ccc([N+](=O)[O-])cc1	3.0	3.5	-10.8

Only part of the results is shown (hit frequency here may not be typical).
